Bioassay records (PubChem)
GAA glycogen: GAA glycogen-cleavage inhibition or activation; P10253; recombinant GAA, glycogen substrate, Amplex Red glucose oxidase fluorescence; Potency, µM (top dose mostly 76.4 µM), for the others: top-dose activity change, negative = inhibition, actives largely listed as inhibitors; actives 0.38% (n = 300,000);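 further: 0% = full enzyme reaction and -100% = no-enzyme basal signal; the screen sought inhibitors and activators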
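Natural-substrate format: glycogen cleavage by 4 nM human enzyme, glucose read by Amplex Red coupling (Ex 573, Em 610 nm). Normalized to enzyme and no-enzyme controls.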
Tau fibril FP: tau fibrillization inhibition (FP); P10636; Potency, µM (titrated, usually from 57.7 µM), inactives show at the highest dose activity, negative = inhibition, most hits filed as inhibitors; AID 1468; K18 P301L tau heparin fibrillization, Alexa594 FP, 6 h; actives 0.39% (n = 280,000); further: on the % scale 0 is the no-effect control and ±100 the full control effect; nearly all actives have a fitted effect of over 55% in size
Target sequence (P10636 561-689 P618L limits assumed): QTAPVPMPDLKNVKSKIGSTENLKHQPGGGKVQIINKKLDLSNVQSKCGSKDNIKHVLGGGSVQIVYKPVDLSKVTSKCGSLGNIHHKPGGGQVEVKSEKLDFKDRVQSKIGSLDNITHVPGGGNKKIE
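Recombinant K18 P301L […], labeled with Alexa 594 at 0.24 uM over 15 uM unlabeled; heparin inducer 20 uM final; 37 C, 6 hr; FP endpoint.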
GAA inh: alpha-glucosidase (human) inhibition. P10253. purified human GAA, 4-MU-alpha-glucoside fluorescence. Potency, µM (series often up to 76.9 µM), for the others: at the highest dose activity change, negative = inhibition, actives largely listed as inhibitors. actives 0.005% (n = 200,000). AID 1466;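 further: plate controls were uninhibited enzyme wells for no effect and no-enzyme background for full effect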
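Fluorogenic assay: 4 nM human alpha-glucosidase with 400 uM 4-methylumbelliferyl-alpha-D-pyranoside in 50 mM citrate/phosphate, 0.005% Tween-20, pH 5.0, 20 min at room temperature. Compounds tested up to 77 uM; AC50 from Hill fits.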
GAA spleen mod: inhibits or activates alpha-glucosidase in human spleen homogenate. AID 2112. Potency, µM (top dose mostly 79.9 µM), inactives show at the top dose activity change, negative = inhibition, hits mostly inhibitors. P10253. actives 0.006% (n = 240,000). human spleen homogenate, 4-MU-alpha-glucoside fluorescence;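 further: 0% = enzyme with vehicle and -100% = no enzyme basal signal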
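Human spleen homogenate (1 ug) with 4-methylumbelliferyl-alpha-D-glucopyranoside (1 mM final) in 50 mM citrate/phosphate pH 5.0, 0.01% Tween-20; 40 min at 37 C. Stopped at pH 10; 4-MU fluorescence Ex 365/Em 440 nm; AC50 by Hill fit.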
HTT ATP protect: cytoprotection in Huntington HTT-Q103 PC12 cell model; PC12 HTT-Q103 induced, cytoprotection, ATP luminescence, 40 h; Potency, µM (highest dose often 56.4 µM), without a hit: cytoprotection (ATP increase), hits mostly activators; AID 1471; actives 0.14% (n = 230,000);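 further: % of control where 0% means no effect; nearly all actives have a fitted effect of over 45% in size; toxic huntingtin expression switched on by the ecdysone agonist tebufenozide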
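ATP quantification (ATPlite) reports survival of PC12 cells in which tebufenozide, 100 nM final, switches on Htt exon 1 with 103 glutamines linked to GFP; compounds are titrated.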
Tau fluor cs: counter-screen for tau fibril formation inhibitors. tau K18 P301L Alexa594 fluorescence, heparin fibrillization. actives 0.93% (n = 280,000). Potency, µM (series often up to 57.7 µM), for inactives: at the highest dose activity change, negative = decrease; further: on the % scale 0 is the no-effect control and ±100 the full control effect; nearly all actives have a fitted effect of over 55% in size
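Human tau K18 P301L (15 uM unlabeled, 0.24 uM Alexa 594-labeled) in 100 mM sodium acetate pH 7 with 20 uM heparin, 6 hr at 37 C. ThT 30 uM added, 1 hr ambient; Alexa 594 FP and total fluorescence read at 555/632 nm.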
Tau fibril ThT: inhibitors of human tau fibril formation, thioflavin T binding; recombinant tau K18 P301L (four-repeat tau fragment), heparin-induced fibrillization, ThT fluorescence; actives 2.1% (n = 270,000); AID 1460; P10636; Potency, µM (doses to about 57.4 µM), for the others: at the top dose activity, negative = inhibition, usual class: inhibitors; further: on the % scale 0 is the no-effect control and ±100 the full control effect; nearly all actives have a fitted effect of over 55% in size
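Tau K18 P301L fragment (15 uM unlabeled plus 0.24 uM Alexa 594-labeled) in 100 mM sodium acetate pH 7 with compound, fibrillization induced by 20 uM heparin for 6 hr at 37 C. Thioflavin T (30 uM) added, fluorescence read after 1 hr (ex 450, em 510 nm).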
GLA spleen mod: inhibits or activates alpha-galactosidase in human spleen homogenate. P06280. human spleen homogenate, 4MU-alpha-Gal fluorescence, 40 min. Potency, µM (doses to about 80 µM), for inactives: at the highest dose activity change, negative = inhibition, most hits filed as inhibitors. actives 0.008% (n = 240,000);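 further: 0% = enzyme with vehicle and -100% = no enzyme basal signal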
Target sequence (P06280 32-429 limits assumed): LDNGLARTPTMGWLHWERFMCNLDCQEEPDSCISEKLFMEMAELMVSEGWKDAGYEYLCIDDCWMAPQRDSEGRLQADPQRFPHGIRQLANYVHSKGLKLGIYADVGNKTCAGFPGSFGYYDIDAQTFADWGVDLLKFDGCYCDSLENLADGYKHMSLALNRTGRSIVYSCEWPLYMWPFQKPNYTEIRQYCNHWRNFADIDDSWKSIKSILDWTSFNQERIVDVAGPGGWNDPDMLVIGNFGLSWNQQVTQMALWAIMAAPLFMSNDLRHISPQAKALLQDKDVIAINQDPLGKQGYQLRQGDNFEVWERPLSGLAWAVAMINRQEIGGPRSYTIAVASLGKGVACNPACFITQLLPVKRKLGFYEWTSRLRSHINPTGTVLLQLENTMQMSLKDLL
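Human spleen homogenate (1 ug) was the enzyme source, with 4-methylumbelliferyl-alpha-D-galactopyranoside (1 mM final) in pH 5.0 citrate buffer with 0.01% Tween-20. Compounds were titrated; after 40 min at 37C, NaOH/glycine stop, 4-MU fluorescence read; AC50 from Hill fits.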
Numbers without * were called inactive; ? = inconclusive; · = no result given; & = joins results of further samples; [ ] = remark or other dose. The call rests on the fitted dose curve; in most records, active means well fitted curve in the direction sought with a large enough effect; inconclusive means small, poorly fitted or top-dose-only effect, or another doubt; inactive means no such curve, though single readings can be large; an effect the other way counts as inactive or inconclusive. Potency means the concentration at half of the fitted maximal effect. The order is random; any-hit rate near 3.3%.

1: COc1ccc(CCNC(=O)c2ccc(CNS(=O)(=O)c3cccc(Cl)c3)cc2)cc1OC
2: Clc1cccc(Cl)c1/C=N/Nc1c(Cl)cncc1Cl
3: CCC(C)Sc1nnc(CSc2nc(C)cc(C)n2)n1C (configuration not stated)
4: Cc1ccc2oc(-c3ccccc3)c(C(=O)O)c(=O)c2c1
5: Cc1cccc(N2C(=O)CS/C2=N\NC(=O)c2ccc(Br)cc2)c1C
6: CCOc1cc(CNC)ccc1OCC(=O)NC(C)(C)C

screen / no.	1	2	3	4	5	6
Tau fluor cs	3%	-26%	-6%	-26%	2%	-1%
HTT ATP protect	-15%[10 µM]	-41%[10 µM]	-20%	-59%[inhibitor]	-5%[10 µM]	-30%[inhibitor]
Tau fibril ThT	8%	-5%	-6%	?	-4%	-1%
GAA inh	3%	-5%	2%	-12%	-2%	-1%
GAA glycogen	-9%	-8%	5%	-15%	0%	15%
GAA spleen mod	-1%	-2%	·	-7%	0%	2%
GLA spleen mod	2%	-4%	4%	5%	1%	1%
Tau fibril FP	7%	-9%	4%	-8%	5%	-5%

7: O=C(Nc1ccccc1)c1nccn1Cc1ccc(F)cc1
8: Nc1cc(=O)[nH]c(SC/C=C/c2ccccc2)n1
9: CC(=O)c1nn(-c2ccccc2)cc1C(=O)c1cccc(Br)c1
10: CCOC(=O)c1cccc(NS(=O)(=O)c2c(C)nc3sc(C)cn3c2=O)c1
11: CCOC(=O)C1(Cc2cccc(Cl)c2)CCCN(C(=O)C2CC2)C1 (configuration not stated)
12: CC(C)(C)c1cc(C(=O)C[n+]2ccc(C(=O)NCCCO)cc2)cc(C(C)(C)C)c1O

screen / no.	7	8	9	10	11	12
Tau fluor cs	-20%	3%	1%	-9%	-3%	-3%
HTT ATP protect	-15%	-77%[inhibitor]	·	·	8%[10 µM]	10%[10 µM]
Tau fibril ThT	-9%	-3%	0%	4%	-7%	-4%
GAA inh	-9%	4%	6%	·	·	·
GAA glycogen	3%	-5%	7%	1%[76.3 µM]	11%	-3%
GAA spleen mod	·	-12%	1%	·	-4%	-6%
GLA spleen mod	-1%	-8%	-1%	·	7%	-5%
Tau fibril FP	-7%	3%	-2%	0%	0%	8%

13: COC(=O)c1ccc(N2CCOCC2)c(F)c1
14: CSc1ccccc1C(=O)C1CCCN(C(=O)c2ccc(N3CCOCC3)cc2)C1 (configuration not stated)
15: CC(C)Oc1ccccc1C1Nc2ccccc2C(=O)N1c1ccc2c(c1)OCCO2 (configuration not stated)
16: COc1ccc(NC(=O)CSc2nc3c(oc4ccccc43)c(=O)n2-c2ccccc2)cc1OC
17: CC(C)(C)C1CCc2c(sc(NC(=O)c3ccc(Cl)cc3)c2C(=O)NCc2ccco2)C1 (configuration not stated)
18: NC(=S)N/N=C/c1coc2ccc(Cl)cc2c1=O

screen / no.	13	14	15	16	17	18
Tau fluor cs	-10%	-4%	-28%	-30%	-4%	-4%
HTT ATP protect	-3%	11%[10 µM]	-115%[inhibitor]	·	·	·
Tau fibril ThT	-25%	-7%	-19%	-2%	1%	-12%
GAA inh	-15%	7%	1%	·	·	-1%
GAA glycogen	8%	15%	-15%	-8%[76.3 µM]	-11%[76.3 µM]	-18%
GAA spleen mod	11%	1%	-6%	·	·	-4%
GLA spleen mod	-12%	-2%	7%	·	·	8%
Tau fibril FP	0%	3%	8%	-6%	-12%	0%

19: Cc1cc(C(=O)NCc2ccccc2F)cs1
20: Cc1ccc(NC(=O)C2CCCN2S(=O)(=O)c2cccc3cccnc23)c(C)c1 (configuration not stated)
21: CC(C)c1nc2sc3c(N4CCCCC4)ncnc3c2c2c1CCCC2
22: COc1cccc(NC(=O)N2CCC(N3CCCCC3)CC2)c1
23: O=C(CCc1ccc(O)cc1)c1c(O)cc(O)cc1O[C@@H]1O[C@H](CO)[C@@H](O)[C@H](O)[C@H]1O
24: CC1=NC(=O)C(N=Nc2ccccc2)N1c1ccccc1 (configuration not stated)

screen / no.	19	20	21	22	23	24
Tau fluor cs	-9%	-7%	-5%	-5%	2%	-12%
HTT ATP protect	8%[10 µM]	·	·	-29%[1.9 µM]	?	2%[10 µM]
Tau fibril ThT	-19%	-10%	-5%	-4%	2%	?
GAA inh	-15%	·	·	-6%	·	?
GAA glycogen	1%	0%&-15%[76.3 µM]	13%[76.3 µM]	4%	3%[76.3 µM]	5%
GAA spleen mod	-1%	·	·	1%	4%	-4%
GLA spleen mod	-8%	·	·	-1%	-8%	27%
Tau fibril FP	2%	0%	-1%	-10%	3%	?

25: OC1CNCc2cc3c(cc21)OCCO3 (configuration not stated)
26: COc1ccc(N(CC(=O)N2CCCCC2)S(=O)(=O)c2ccccc2)c(OC)c1
27: CCc1ccc(CN(Cc2ccco2)c2cnc(S(C)(=O)=O)nc2C(=O)Nc2c(C)cccc2C)cc1
28: Cc1ccc(-c2nn(CCC(=O)Nc3cccnc3)c(=O)c3ccccc23)cc1
29: COc1ccc(N2CCN(C(=O)c3ccc(OCc4c(C)noc4C)c(OC)c3)CC2)cc1
30: O=C(Nc1cccc(S(=O)(=O)N2CCOCC2)c1)c1ccco1

screen / no.	25	26	27	28	29	30
Tau fluor cs	1%	-4%	-10%	-17%	-15%	-4%
HTT ATP protect	-9%	-12%[10 µM]	·	9%[10 µM]	-19%	7%
Tau fibril ThT	-1%	-23%	-12%	-8%	-17%	-4%
GAA inh	-5%	3%	·	·	-4%	-14%
GAA glycogen	-13%	-8%	4%[76.3 µM]	-5%	-9%	-3%
GAA spleen mod	-11%	-2%	·	-5%	-3%	-11%
GLA spleen mod	1%	2%	·	3%	-12%	1%
Tau fibril FP	3%	11%	0%	-6%	1%	2%

31: Cc1cc(O)c2c(C)c(CC(=O)N3CCCCC3)c(=O)oc2c1
32: CCN(CCCNC(=O)c1cc2c(=O)n(CC)c3ccccc3c2s1)c1cccc(C)c1
33: Cc1ccc(S(=O)(=O)Nc2cc(C(C)C)c(O)cc2C)cc1
34: Cc1ccc(NC(=O)c2cn(CCC#N)nc2-c2cccs2)c([N+](=O)[O-])c1
35: COc1cccc(COCCN2CCN(S(=O)(=O)c3ccc(C)cc3)CCC2=O)c1
36: COc1ccc(CCNC(=O)CN(C2CCCCC2)S(C)(=O)=O)cc1

screen / no.	31	32	33	34	35	36
Tau fluor cs	-6%	?	9%	0%	-15%	-2%
HTT ATP protect	·	·	-4%	-4%[10 µM]	·	-13%
Tau fibril ThT	0%	?	10%	3%	-9%	-7%
GAA inh	·	·	-11%	-3%	-3%	1%
GAA glycogen	7%[76.3 µM]	-3%[76.3 µM]	?	6%	0%	0%
GAA spleen mod	·	·	3%	-3%	0%	-9%
GLA spleen mod	·	·	16%	2%	2%	-10%
Tau fibril FP	-6%	10%	5%	5%	-13%	-6%

37: CC1(C)CN(c2cccc(C#N)c2)C1=O
38: C(=N\n1cnnc1)/c1ccc2c(c1)OCO2
39: CCc1c(C)sc(NC(=O)c2cc(-c3ccc(OC)cc3)on2)c1C#N
40: Cc1cc(C)n(C(=O)CCC2COc3ccccc3O2)n1 (configuration not stated)
41: CSC1=C(C#N)C(c2ccccc2Cl)C2=C(N1)c1ccccc1C2=O (configuration not stated)
42: CC(C)C(C(=O)O)N1C(=O)/C(=C/c2cccn2C)SC1=S (configuration not stated)

screen / no.	37	38	39	40	41	42
Tau fluor cs	7%	-6%	-9%	-10%	?	7%
HTT ATP protect	?	-6%	·	7%	-32%	9%[10 µM]
Tau fibril ThT	5%	-2%	-12%	-10%	28µM*	?
GAA inh	-6%	3%[15.4 µM]	·	-2%	?	-8%
GAA glycogen	4%	2%	9%[76.3 µM]	-10%	28%	-2%
GAA spleen mod	0%	0%	·	-6%	-2%	-6%
GLA spleen mod	-7%	1%	·	1%	0%	-22%
Tau fibril FP	4%	-12%	-16%	?	?	1%

43: CC(O)CNC(=S)Nc1ccccc1 (configuration not stated)
44: COc1ccccc1C(=O)Nc1ccc2nc(SCCOc3ccccc3C)sc2c1
45: CCc1ccc(NS(=O)(=O)c2ccc3oc(=O)c4ncn(CC)c4c3c2)cc1
46: COc1ccc(NC(=O)NCc2cccn2C)c(OC)c1
47: COc1cccc(C(=O)NC(=S)Nc2ccc3c4c(cccc24)CC3)c1

screen / no.	43	44	45	46	47
Tau fluor cs	7%	-21%	-20%	-6%	?
HTT ATP protect	19%[10 µM]	·	·	-12%	-5%
Tau fibril ThT	4%	4%	-8%	-7%	?
GAA inh	13%	·	·	-10%	-25%
GAA glycogen	9%	11%[76.3 µM]	3%[76.3 µM]	2%	-8%
GAA spleen mod	-2%	·	·	5%	-9%
GLA spleen mod	0%	·	·	10%	-5%
Tau fibril FP	7%[2.34 µM]	-11%	-8%	1%	-3%

Quoted at random: five compounds from above
34: Cc1ccc(NC(=O)c2cn(CCC#N)nc2-c2cccs2)c([N+](=O)[O-])c1
36: COc1ccc(CCNC(=O)CN(C2CCCCC2)S(C)(=O)=O)cc1
46: COc1ccc(NC(=O)NCc2cccn2C)c(OC)c1
12: CC(C)(C)c1cc(C(=O)C[n+]2ccc(C(=O)NCCCO)cc2)cc(C(C)(C)C)c1O
43: CC(O)CNC(=S)Nc1ccccc1 (configuration not stated)

screen / no.	34	36	46	12	43
Tau fluor cs	0%	-2%	-6%	-3%	7%
HTT ATP protect	-4%[10 µM]	-13%	-12%	10%[10 µM]	19%[10 µM]
Tau fibril ThT	3%	-7%	-7%	-4%	4%
GAA inh	-3%	1%	-10%	·	13%
GAA glycogen	6%	0%	2%	-3%	9%
GAA spleen mod	-3%	-9%	5%	-6%	-2%
GLA spleen mod	2%	-10%	10%	-5%	0%
Tau fibril FP	5%	-6%	1%	8%	7%[2.34 µM]
